Compound activity: PubChem, several laboratories
AGP1 TOR yeast – modulators of AGP1-GFP expression in yeast TOR pathway, primary screen, cell-based, multiplex flow cytometry, S. cerevisiae, MLPCN library. 3 h; GFP as percent of DMSO wells. GFP response vs DMSO, % at 10 µM. actives 0.02% (n = 320,000);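 active means GFP response relative to DMSO above a set limit, near screen average plus 3 SD, cut at about 150% in these data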;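 further: median GFP channel fluorescence of the gated AGP1 strain per well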
procasp7 counter – procaspase-7 activators, primary screen, counter-screen for procaspase-3 activator project, biochemical, absorbance, HTS, human. Caspase-7 (Homo sapiens), P55210. recombinant procaspase-7, Ac-DEVD-pNA absorbance 405 nm; D23A/D198A/D206A triple mutant, cannot self-cleave; scale: DMSO 0, 5 µM enzyme 100. activation, % at 8.5 µM. actives 0.093% (n = 330,000). AID 463210, 2010;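 active means percent activation above the screen-wide mean plus 3 SD, cut at about 25% in these data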
Target sequence (P55210 whole entry D23A/D198A/D206A): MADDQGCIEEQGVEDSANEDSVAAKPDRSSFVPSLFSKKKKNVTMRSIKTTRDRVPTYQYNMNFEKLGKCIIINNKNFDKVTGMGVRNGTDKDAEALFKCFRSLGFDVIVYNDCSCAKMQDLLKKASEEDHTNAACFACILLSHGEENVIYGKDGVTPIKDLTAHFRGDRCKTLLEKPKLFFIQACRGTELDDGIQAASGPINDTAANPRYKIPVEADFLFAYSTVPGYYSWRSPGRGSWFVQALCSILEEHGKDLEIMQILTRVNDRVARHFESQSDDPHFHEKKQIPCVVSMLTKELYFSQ
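signal = Epi-absorbance of released pNA at 405 nm, two timepoints | assay system = Uncleavable procaspase-7 mutant enzyme | reagent = Ac-DEVD-pNA substrate, 400 µM as added | times = 1 h enzyme–compound preincubation and 2 h substrate reaction, both 25 °C | benchmarks = low DMSO alone, high DMSO plus 5 µM PC-7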
MEP2-GFP yeast – modulators of MEP2-GFP levels in yeast, primary screen, S. cerevisiae, multiplex flow cytometry, MLPCN library; AID 2016, 2009; GFP response vs DMSO, % at 10 µM; S. cerevisiae MEP2-GFP strain, 3 h; 100% = DMSO control level; actives 0.51% (n = 330,000);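 active means GFP response versus DMSO above a set limit, roughly screen mean plus 3 SD, cut at about 180% in these data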;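 further: median GFP fluorescence of the barcode-gated MEP2-GFP cells per well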
procasp3 activ – activators of human procaspase-3 D3A mutant, primary screen, biochemical, absorbance, PC-3 D3A mutant, single concentration | actives 0.11% (n = 330,000) | recombinant procaspase-3 D3A, Ac-DEVD-pNA absorbance 405 nm | activation, % at 8.5 µM;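 active means activation above the mean of all tested compounds plus 3 SD, cut at about 21% in these data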;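 further: 0% = DMSO alone and 100% = DMSO wells spiked with extra 5 µM PC-3 D3A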
Target sequence (P42574 whole entry D9A/D28A/D175A): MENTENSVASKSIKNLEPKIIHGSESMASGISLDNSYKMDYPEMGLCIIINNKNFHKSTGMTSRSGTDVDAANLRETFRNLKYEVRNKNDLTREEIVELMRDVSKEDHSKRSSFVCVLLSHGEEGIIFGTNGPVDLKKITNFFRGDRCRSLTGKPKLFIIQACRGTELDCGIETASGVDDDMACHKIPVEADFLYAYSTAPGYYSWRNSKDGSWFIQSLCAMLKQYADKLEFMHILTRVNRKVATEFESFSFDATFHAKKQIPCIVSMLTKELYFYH
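Test system: Procaspase-3 D3A mutant; medium: Zinc-free HEPES/NaCl buffer with 0.01% Triton X-100 at pH 7.4; reagent: DEVD-pNA substrate; doses: one concentration, 8.5 µM nominal, 0.8% DMSO; times: 1 h preincubation plus 2 h reaction at 25 °C; signal: Epi-absorbance at 405 nm of released p-nitroaniline, 0 and 120 min; replicates: singlicate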
RPL19A-GFP yeast – RPL19A-GFP expression modulators in yeast, primary screen, cell-based, S. cerevisiae, multiplex flow cytometry, MLPCN. AID 2025, 2009. percent response vs DMSO, % at 10 µM. S. cerevisiae RPL19A-GFP strain, 3 h; stronger effect = lower value. actives 0.3% (n = 330,000);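 active means percent response vs DMSO below 50%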;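 further: median channel GFP fluorescence of the barcoded RPL19A-GFP strain; ratio of sample median GFP to plate DMSO average so 100% = DMSO; lower means less RPL19A-GFP as with rapamycin TOR inhibition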
CIT2 TOR yeast – modulators of CIT2-GFP expression in yeast, primary screen, S. cerevisiae, GFP fusion, multiplex flow cytometry, MLPCN library | S. cerevisiae CIT2-GFP strain, 3 h; 100 means same as DMSO wells | GFP response vs DMSO, % at 10 µM | actives 0.065% (n = 320,000) | AID 2029, 2009;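 active means GFP response relative to DMSO above a set limit, near the screen mean plus 3 SD, cut at about 150% in these data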;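 further: ratio of well median GFP fluorescence to mean of DMSO wells on the plate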
AHR activator – AHR activators, primary screen, cell-based, luminescence, luciferase reporter, human; Aryl hydrocarbon receptor (Homo sapiens), P35869; AHR-responsive luciferase reporter cells; activation, % at 5 µM; actives 2.5% (n = 320,000); AID 2796, 2010; in the data active means activation above about 47%;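 further: 0% = vehicle wells and 100% = reference agonist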
LAP4-GFP MLPCN – modulators of LAP4-GFP expression in yeast, primary screen, S. cerevisiae, multiplex flow cytometry, MLPCN library; 3 h; median GFP as percent of DMSO wells; GFP response vs DMSO, % at 10 µM; actives 0.34% (n = 320,000);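 active means GFP response vs DMSO above a set limit, about the screen mean plus 3 SD, cut at about 150% in these data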
* marks the source's active call; other numbers are inactive results; . = not tested or not shown.

SMILES	AGP1 TOR yeast	procasp7 counter	MEP2-GFP yeast	procasp3 activ	RPL19A-GFP yeast	CIT2 TOR yeast	AHR activator	LAP4-GFP MLPCN
COc1ccc(/C=C2/C(=O)N(c3ccccc3)N=C2C)cc1OC	97.5	.	98.9	.	102.0	98.8	.	92.8
CCCCc1c(C)c2ccc(OCC(C)=O)cc2oc1=O	88.0	-9.0	91.7	4.3	89.1	81.0	16.8	112.0
CCCn1c(CCC(=O)O)nc2cc(S(=O)(=O)N3CCCC3)ccc21	107.7	-0.6	109.8	-0.3	102.6	100.5	-2.2	103.7
CCOC(=O)c1ccc(NC(=O)c2cc(C)nc3ccccc23)cc1	103.0	2.9	111.9	-6.0	104.7	107.1	-0.3	104.2
Cc1noc(C)c1COC(=O)c1ccc2c(c1)OCO2	99.2	7.4	105.5	-6.8	96.7	104.8	-0.6	104.8
CC(C)(C)OC(=O)NCc1ccc(NC(=O)c2nc[nH]c2C(=O)NCCN(CCNC(=O)c2[nH]cnc2C(=O)Nc2ccc(CNC(=O)OC(C)(C)C)cc2)CCNC(=O)c2[nH]cnc2C(=O)Nc2ccc(CNC(=O)OC(C)(C)C)cc2)cc1	87.5	-8.5	94.2	2.6	96.9	79.8	-0.4	88.9
Cc1cc(C(=O)OCC(=O)Nc2ccccc2C)c(C)o1	102.8	-4.5	103.5	4.6	99.2	98.4	-0.6	102.1
COc1ccc(-n2c(N)cc(=O)[nH]c2=O)cc1	106.3	-2.6	94.3	-6.5	101.6	102.3	1.0	107.7
C=CCn1c(Cc2c[nH]c3ccccc23)nnc1SCC(=O)NCc1ccccc1	108.7	7.6	109.7	-2.8	110.7	108.3	4.6	106.1
O=C(CC1C=Cc2ccccc2N1C(=O)c1ccccc1)c1ccccc1 (stereo not drawn)	101.0	-1.2	101.2	-2.4	102.0	96.6	13.3	94.3
COc1ccc(NC(=O)C2C3CCC(C3)C2C(=O)O)cc1OC (stereo not drawn)	100.8	-19.6	103.8	-0.5	100.9	93.7	1.3	105.6
CC(=O)NS(=O)(=O)c1ccc(NC(=O)/C=C/c2ccccc2)cc1	102.7	-1.6	99.9	1.2	99.5	97.3	0.3	108.8

Some values from the list.
`COc1ccc(NC(=O)C2C3CCC(C3)C2C(=O)O)cc1OC` (stereo not drawn) in procasp3 activ → -0.5
`CCCn1c(CCC(=O)O)nc2cc(S(=O)(=O)N3CCCC3)ccc21` in LAP4-GFP MLPCN → 103.7
`CC(=O)NS(=O)(=O)c1ccc(NC(=O)/C=C/c2ccccc2)cc1` in procasp3 activ → 1.2

(further entries)
SMILES	AGP1 TOR yeast	procasp7 counter	MEP2-GFP yeast	procasp3 activ	RPL19A-GFP yeast	CIT2 TOR yeast	AHR activator	LAP4-GFP MLPCN
O=C(NCCCN1CCN(c2ccccc2F)CC1)C1CCC(=O)N1C1CCCCC1 (stereo not drawn)	97.3	2.7	95.4	-2.1	94.7	103.9	0.3	95.7
N#Cc1c(-c2cccs2)cc(C2CC2)nc1SCC(N)=O	95.3	-7.5	97.3	4.0	92.9	93.8	16.2	101.4
CCOc1ccc(/C=C2\CCc3ccccc3C2=O)cc1	88.7	-3.0	107.3	-4.8	99.8	102.9	-1.5	93.5
COc1ccc(/C=N/NC(=O)c2cccc(COCC(F)(F)C(F)F)c2)cc1	114.3	-0.7	118.5	-7.1	108.8	112.8	9.4	110.5
Cc1c(C)c2ccc(OC3CCCCC3=O)cc2oc1=O (stereo not drawn)	96.5	24.0	97.2	2.1	95.9	88.7	2.9	101.6
COc1ccc(NC(=O)C23CC4CC(C2)CC(n2cnc(Br)n2)(C4)C3)cc1OC	103.4	-3.1	94.0	8.5	98.1	99.3	0.8	99.9
O=C(Nc1ncc(Cc2ccccc2Cl)s1)C1CCCO1 (stereo not drawn)	96.4	3.6	100.4	-3.0	94.1	92.0	1.8	114.9
Cc1onc(-c2ccccc2Cl)c1C(=O)Nc1sc2c(c1C#N)CCC2	91.2	-4.0	101.7	-6.5	103.6	.	-2.4	113.5
Cc1ccc(N(C(=O)c2csnn2)C(C(=O)NC2CCCCC2)c2cccnc2)cc1 (stereo not drawn)	103.4	5.2	107.0	11.0	104.5	100.2	1.1	102.2
Cc1ccc2cc(CCNC(=O)c3cccc([N+](=O)[O-])c3)c(=O)[nH]c2c1	98.0	1.1	100.4	-6.0	100.3	111.2	1.7	86.6
CCOC(=O)N1CCC(N2C(=O)c3ccc(C(=O)NCc4ccco4)cc3C2=O)CC1	99.7	-0.9	99.4	5.0	99.5	99.5	1.4	92.0
O=C(CCC1CCCC1)Nc1ccon1	104.8	8.0	106.0	0.2	101.8	105.4	-0.8	90.3
Cc1cc(=O)[nH]c(N/N=C/c2ccc(N(C)C)cc2)n1	100.8	-8.9	103.7	-5.1	96.7	94.2	12.6	103.4
CCCC(C)NC(=O)CSc1nnc2ccccn12 (stereo not drawn)	96.5	2.4	87.6	0.9	94.6	92.5	2.0	100.1
CCOc1ccc(CCNC(=O)CCS(=O)(=O)c2ccc(C)cc2)cc1OCC	88.6	3.3	81.2	-5.2	83.7	96.9	0.8	78.9
CCCN(CC(=O)Nc1ccc(F)c(F)c1F)C(=O)c1ccc2c(=O)n3c(nc2c1)CCC3	96.2	4.4	102.9	-7.1	93.3	98.4	-2.2	100.8
O=C1c2cccc3cccc(c23)C(=O)N1CCN1CCN(C(=S)Nc2ccc(Cl)cc2)CC1	103.6	3.8	101.8	-3.5	108.6	105.8	96.5*	93.0
C1=C(c2ccccc2)Nc2nnnn2C1	87.3	-0.2	99.9	4.6	88.1	87.9	3.0	.
CC(=O)Nc1ccc(N(C(=O)Cn2nnc3ccccc32)C(C(=O)NC2CCCC2)c2ccc(O)c(O)c2)cc1 (stereo not drawn)	98.6	7.5	99.9	3.6	96.8	94.0	-0.5	106.0
COCCN(CC(=O)NC1CCCCC1)C(=O)c1csnn1	103.0	-14.2	105.5	-3.6	99.9	109.2	-0.8	103.3
CC(=O)c1ccc(N2CCN(C(=O)c3cc4c(s3)CCCC4)CC2)cc1	91.6	2.6	92.4	9.9	98.6	91.0	1.2	98.5
CCN(C(=O)CN1CCN(C)CC1)c1c(N)n(Cc2ccccc2)c(=O)[nH]c1=O	115.9	11.1	111.4	5.1	113.8	109.3	-0.7	114.3
CCn1c2ccc(C)cc2c2nnc(SCCN3CCOCC3)nc21	102.4	-9.1	99.1	-10.9	94.0	103.5	25.2	103.3
O=S(=O)(c1c(F)cccc1F)N1CCN(C(=S)NCc2ccc3c(c2)OCO3)CC1	87.7	2.4	64.0	-4.9	98.7	109.6	-0.1	94.1
CC(=O)Nc1ccc(S(=O)(=O)N(CC(=O)NC2CC2)Cc2ccccc2)cc1	100.6	-9.0	85.5	-0.8	93.1	77.9	1.9	100.8
O=C(CS(=O)(=O)c1ccccc1)Nc1ccc(S(=O)(=O)Nc2ccccn2)cc1	105.7	14.8	102.6	3.1	94.6	97.8	-1.9	96.5
O=C(c1cc(Br)c(Br)s1)N1CCOCC1	103.8	4.6	96.0	9.6	95.1	99.9	-2.4	96.8
Cc1ccc(C(c2nnnn2Cc2ccccc2)N2CCN(Cc3ccccc3)CC2)cc1 (stereo not drawn)	112.0	-2.2	104.5	9.1	102.7	92.7	1.5	99.7
CC(C)CCOCC(=O)Oc1ccccc1C(=O)O	93.9	8.9	98.6	8.8	96.9	95.0	-3.4	93.8
COc1ccc(N2CCN(C(=O)C3CCN(C(=O)c4ccc([N+](=O)[O-])cc4)CC3)CC2)cc1	100.0	2.3	103.0	2.5	103.0	104.8	0.7	101.4
Cc1ccc(S(=O)(=O)N(C)CC(=O)OCC(=O)N2CC(=O)Nc3ccccc32)cc1	132.8	1.7	106.9	3.9	110.2	97.4	-1.4	108.0
O=c1[nH]cnc2c1N1CCC2CC1	94.0	-5.5	94.9	0.2	95.9	94.8	-4.4	93.5
O=C(CCc1nc2ccccc2[nH]c1=O)N/N=C/c1ccccc1	96.3	3.7	99.9	11.2	99.5	89.7	5.1	107.4
O=[N+]([O-])c1ccc(Cl)cc1NCc1cccnc1	99.1	5.0	94.1	6.6	94.5	100.6	10.8	106.0
CCCN(CCC)Cc1c(C(=O)N/N=C/C(C)=C\c2ccco2)nnn1-c1nonc1N	105.0	-9.2	106.4	1.4	105.5	105.3	-3.0	98.7
Cc1cc(-c2csc(N)n2)c(C)n1C	105.5	0.0	103.0	0.1	99.6	108.3	2.2	105.4
O=C(N/N=C/c1c[nH]c2ccccc12)c1cccs1	98.4	2.6	104.8	0.9	96.8	88.2	44.1	102.9
CC(=O)OC1C([N+]2(C)CCCCC2)C[C@H]2C3CC[C@H]4C[C@H](OC(C)=O)C([N+]5(C)CCCCC5)CC4(C)[C@H]3CCC12C (stereo partly drawn)	85.7	5.1	101.0	-1.3	100.2	82.0	-3.2	106.4
Cc1nc(NC(=O)CSc2nccn2C)sc1C(=O)N(C)C	109.0	11.6	105.9	-2.7	108.4	120.9	6.7	109.6
COc1cc(O)c(CCC(=O)c2cc(OC)c(OC)c(OC)c2)c(OC)c1	111.3	-1.6	101.5	0.1	108.8	112.2	11.1	99.9
C/C(=N\NC(=O)c1ccc(F)cc1)c1ccc(NC(=O)Cc2ccccc2)cc1	96.9	5.3	92.5	-3.9	106.2	87.0	12.6	87.8
Cc1cccn2c(=O)c(/C=C(\C#N)S(=O)(=O)c3ccccc3)c(N3CCN(C)CC3)nc12	88.9	-5.8	96.5	-2.6	90.8	87.1	2.0	86.0
O=C(CSc1nnc(-c2ccc(F)cc2)c2ccccc12)Nc1c(F)cccc1F	95.1	-1.4	95.2	-7.9	94.7	85.2	0.5	116.3
Cc1cc(-c2nnc(SCC(=O)Nc3ccc(F)cc3F)n2N)n[nH]1	98.8	10.7	103.4	0.3	98.1	101.8	5.7	93.2
CCOC(=O)Cc1csc(NC(=O)c2ccoc2C)n1	94.4	3.5	97.1	5.5	95.0	94.9	1.7	106.2
COc1ccc(NC(=S)NC(C)C(c2ccccc2)N2CCOCC2)cc1 (stereo not drawn)	98.8	-5.3	103.0	1.9	95.0	87.5	6.4	99.7
O=C(CCn1ccc2cc(S(=O)(=O)N3CCCC3)ccc21)NCc1cccc(F)c1	102.5	1.2	103.6	4.6	95.1	103.0	1.8	92.8
Cc1c(OCC(=O)NCC2CCC(C(=O)NCCCO)CC2)ccc2c(-c3ccccc3)cc(=O)oc12 (stereo not drawn)	19.6	1.4	103.1	0.6	96.3	96.4	-0.2	96.5
